Assay outcomes from PubChem.
Vif-A3G inh: Vif-A3G binding inhibition. Q9HC16. HeLa A3G-eYFP + Vif (tagged APOBEC3G with the HIV-1 protein that degrades it), YFP fluorescence, overnight. Potency, µM (top dose mostly 46.1 µM), for the others: top-dose activity, negative = active, actives largely listed as inhibitors. actives 0.076% (n = 410,000);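 also: potency is read from the fitted curve at half-maximal effect; % is scaled to controls: 0 for no effect and ±100 for the full control effect; nearly all actives have a fitted effect of over 60% in size; hits raise eYFP signal because A3G escapes Vif-driven loss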
Target sequence (Q9HC16 whole entry, looked up): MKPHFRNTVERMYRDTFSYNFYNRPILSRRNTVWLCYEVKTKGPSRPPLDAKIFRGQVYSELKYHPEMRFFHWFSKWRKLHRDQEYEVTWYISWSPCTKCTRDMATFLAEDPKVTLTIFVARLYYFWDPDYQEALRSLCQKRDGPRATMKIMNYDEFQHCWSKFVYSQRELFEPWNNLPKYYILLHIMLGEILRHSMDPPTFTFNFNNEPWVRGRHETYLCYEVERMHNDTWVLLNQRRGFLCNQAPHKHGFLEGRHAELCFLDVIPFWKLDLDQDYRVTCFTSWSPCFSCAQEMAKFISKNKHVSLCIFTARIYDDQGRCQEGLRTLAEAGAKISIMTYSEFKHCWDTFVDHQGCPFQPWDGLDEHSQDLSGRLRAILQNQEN
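Read-out is eYFP fluorescence (Ex 488/Em 500-530) from Vif-expressing HeLa A3G-eYFP cells; more signal means A3G escaped Vif-mediated degradation. Cells plated overnight, compound pinned in, incubated overnight at 37 deg C.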
Glioma ERSR ind: induces the endoplasmic reticulum stress response in human glioma cells; actives 0.02% (n = 420,000); AID 602332; U87-MG GRP78 promoter luciferase reporter, 16 h; Potency, µM, without a hit: top-dose activation, hits mostly activators; also: potency is read from the fitted curve at half-maximal effect; series mostly up to about 76 µM; % of control where 0% means no effect; nearly all actives have a fitted effect of over 35% in size
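Stably transfected U87-MG glioma cells carrying a GRP78-based luciferase sensor; 16 h compound incubation. Luminescence end-point read 10 min after Bright-Glo addition at room temperature.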
Vif-APOBEC3F blk: inhibitors of Vif-A3F interaction; HeLa A3F-eYFP + Vif (tagged APOBEC3F with the HIV-1 protein that degrades it), YFP fluorescence increase; Potency, µM (highest dose often 46.1 µM), for the others: top-dose activity, negative = active; actives 0.2% (n = 390,000); AID 602313; also: potency is read from the fitted curve at half-maximal effect; % of control where 0% means no effect; nearly all actives have a fitted effect of over 65% in size
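Fluorescence increase (Ex 488/Em 500-530) after overnight compound treatment at 37 deg C flags inhibition of Vif-driven A3F-eYFP loss in stable HeLa A3F-eYFP/Vif cells seeded overnight beforehand.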
D2 PAM: positive allosteric modulators of human D2 dopamine receptor. P14416. HEK293 T-REx D2, calcium flux, EC20 dopamine potentiation. potentiation, % at 10 µM. actives 0.34% (n = 340,000). AID 485347;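 active = potentiation over 3 SD above the plate norm, cut at about 30% in these data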; also: 0% is about no effect
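Potentiation of an EC20 dopamine calcium response is measured in a force-coupled, tetracycline-inducible Hek293 Trex D2 line. Compound-only kinetic reads over 180 s flag agonists before dopamine addition.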
RXFP1 agonist: activates the human relaxin receptor RXFP1. Q9HBX9. HEK293T-RXFP1 cAMP TR-FRET, 30 min; response scale: percent of porcine relaxin response, buffer zero. Potency, µM (highest dose often 57.5 µM), for inactives: at the top dose activation, hits mostly activators. actives 0.3% (n = 370,000). AID 2676; also: potency is read from the fitted curve at half-maximal effect; % is scaled to controls: 0 for no effect and ±100 for the full control effect; nearly all actives have a fitted effect of over 60% in size; many of its hits are not listed in these tables
Target sequence (Q9HBX9 whole entry, looked up): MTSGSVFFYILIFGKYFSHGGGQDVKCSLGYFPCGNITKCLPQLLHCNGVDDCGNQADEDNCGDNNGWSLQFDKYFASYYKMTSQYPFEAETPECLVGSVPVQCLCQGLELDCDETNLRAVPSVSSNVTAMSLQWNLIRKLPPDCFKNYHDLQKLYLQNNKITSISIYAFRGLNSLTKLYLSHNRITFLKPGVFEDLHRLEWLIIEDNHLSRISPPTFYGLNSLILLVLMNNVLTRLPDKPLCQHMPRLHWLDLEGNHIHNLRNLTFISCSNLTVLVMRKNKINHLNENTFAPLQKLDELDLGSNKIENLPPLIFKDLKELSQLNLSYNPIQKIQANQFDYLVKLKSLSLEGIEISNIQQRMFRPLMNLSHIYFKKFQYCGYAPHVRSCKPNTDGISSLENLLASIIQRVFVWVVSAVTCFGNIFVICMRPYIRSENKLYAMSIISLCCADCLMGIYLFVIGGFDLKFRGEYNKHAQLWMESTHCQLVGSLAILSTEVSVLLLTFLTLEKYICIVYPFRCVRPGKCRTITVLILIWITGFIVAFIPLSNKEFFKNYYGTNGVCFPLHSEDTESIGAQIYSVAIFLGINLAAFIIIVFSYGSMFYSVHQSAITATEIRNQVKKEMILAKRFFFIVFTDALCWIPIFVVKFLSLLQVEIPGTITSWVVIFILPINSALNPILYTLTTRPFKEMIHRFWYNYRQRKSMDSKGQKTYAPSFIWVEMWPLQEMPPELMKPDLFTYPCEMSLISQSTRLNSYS
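HEK293T cells stably expressing RXFP1 were pretreated with the PDE4 inhibitor Ro 20174, exposed to compounds for 30 min at 37C, lysed, and cAMP was read by TR-FRET. Data normalized to buffer (basal) and 29 nM porcine relaxin (100%).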
D1 potentiator: potentiators of human D1 dopamine receptor. potentiation, % at 10 µM. P21728. actives 0.036% (n = 360,000). AID 504651. HEK293 TREx D1 cells, calcium flux, dopamine EC20 potentiation; in the data active = potentiation above about 30%; also: 0% is about no effect
D1 antagonist: blocks dopamine activation of the human D1 receptor | P21728 | HEK293 TREx D1 cells, calcium flux, dopamine EC80; stronger effect = lower value | activity change, negative = inhibition, % at 10 µM | actives 3.2% (n = 360,000); in the data active = activity change below about -30%; also: % is scaled to controls: 0 for no effect and ±100 for the full control effect
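HEK293 T-REx cells expressing inducible, force-coupled D1 receptor; no-wash Ca dye, 30–90 min RT. Cmpd → 180 s read at 1 Hz → EC80 DA → 180 s read.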
LDHA block: inhibitors of human lactate dehydrogenase A; P00338; purified LDHA, NADH/diaphorase-resazurin fluorescence; stronger effect = lower value; activity change, % (values are at about 110 or 230 µM); actives 0.15% (n = 480,000); AID 1347041; in the data active = activity change below about -30%; inconclusive = mostly about -25% to -30%;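 also: plate controls were DMSO wells for no effect and wells without enzyme for full effect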
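Resorufin fluorescence (ex540/em590), read at 0 and 20 min after diaphorase/resazurin addition, reports the NADH left after a 5 min room-temperature reaction of 2 nM human LDH5 with 0.06 mM NADH and 0.2 mM pyruvate.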
D1 agonist: human D1 receptor agonism | P21728 | HEK293 T-REx D1 cells, calcium flux, agonist mode | activation, % at 2 µM | actives 1% (n = 360,000); in the data active = activation above about 30%; also: 0% is about no effect
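Tetracycline-induced HEK293 TREx D1 cells, force-coupled to calcium signalling, were dye-loaded with a no-wash calcium kit. Compound was pin-added after a 10 s baseline. Fluorescence was read kinetically at 1 cycle/s for 180 s, with calcium rises flagged as agonism.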
The depositor's hits bear a star; u = inconclusive; x = no result given; & = joins results of further samples. Unless noted, calls follow the shape of the dose curve; as a rule, active = well fitted curve in the direction sought with a large enough effect; inconclusive = small, poorly fitted or top-dose-only effect, or another doubt; inactive = no such curve, though single readings can be large; an effect the other way counts as inactive or inconclusive. The list is partial; the hit share may differ from the screen's.

Results follow in this order: Vif-A3G inh	Glioma ERSR ind	Vif-APOBEC3F blk	D2 PAM	RXFP1 agonist	D1 potentiator	D1 antagonist	LDHA block	D1 agonist
- Cc1cccc(-n2c(SCC(=O)NCC3CCCO3)nc3ccccc3c2=O)c1C (centres undefined)
→ 6%	-5%	-3%	-4	0.1%	-7	25	-6	1
- C/C(=N\NC(=O)c1cccnc1)c1ccc(-c2ccccc2)cc1
→ 0%	1%	-10%	-5	4.0%	-2	3	-17	0
- O=C1NC2(CCCCC2)C(=O)N1CCN1C(=O)c2ccccc2C1=O
→ 0%	-3%	-3%	12	1.0%	-2	1	-6	1
- CC(C)Cc1nnc(NC(=O)CCC(=O)N2CCN(S(=O)(=O)c3ccccc3)CC2)s1
→ -6%	-4%	-2%	1	-0.3%	2	-23	-5	1
- CCOc1ccc(CNS(=O)(=O)c2ccc(-c3ccc(=O)[nH]n3)o2)cc1OC
→ 3%	3%	-16%	15	-0.1%	-6	1	-16&12	5
- Oc1ccc(/C=N/Nc2ncc(Cl)cc2Cl)cc1
→ 7%	0%	-15%	-1	0.4%	-2	-12	-6	3
- Cc1ccc(S(=O)(=O)N2CCC(C(=O)NCCN3CCCCCC3)CC2)cc1
→ 1%	-3%	-15%	9	0.4%	-10	5	0	1
- COc1ccc(/C=N/NC(=O)c2ccc3nc[nH]c3c2)cc1
→ -6%	-3%	15%	-9	-2.2%	-4	-14	-3	2
- CC(=O)c1cnc(-c2ccccc2Cl)s1
→ 5%	2%	4%	-6	6.1%	6	7	-3	-1
- CCc1cc(/C(Cc2ccc3ccccc3n2)=N\O)c(O)cc1O
→ -17%	-3%	2%	-7	-0.7%	-11	-13	0	4
- CCC(=O)NC(NC(=O)CC)C(Cl)Cl
→ 1%	-4%	-2%	-9	0.2%	-7	9	-12	1
- O=c1cc(-c2ccccc2)c2ccc(O)cc2o1
→ -1%	3%	10%	x	x	x	x	-2	x
- Cn1ccnc1C(=O)c1cc(SCC(=O)NC2CC2)nc2ccccc12
→ -2%	-5%	-3%	0	0.6%	-1	-24	0	5
- Cc1ccccc1NC(=O)c1ccccn1
→ 2%	7%	-11%	13	-0.2%	-3	-8	-3	1
- O=C(CCC(=O)OCC(=O)c1ccc(Br)cc1)NC1CCCCC1
→ 0%	-3%	x	19	0.0%	-4	3	0	4
- Cc1ccccc1C(=O)OCc1cc(=O)n2nc(C3CC3)sc2n1
→ 0%	0%	6%	15	3.2%	-2	1	-10	6
- O=C(O)C1=C[C@@H](c2coc3ccccc3c2=O)C[C@@H](OCCCCO)O1
→ 1%	-5%	3%	-2	15%	-2	-2	-6	-2
- CC1=C(C(=O)Nc2ccc(C)cc2C)C(c2ccccc2[N+](=O)[O-])n2ncc(C(=O)Nc3ccccc3)c2N1 (centres undefined)
→ -13%	2%	-5%	5	-1.5%	-2	3	14	0
- C1CCN(CCCNC2C3CC4CC(C3)CC2C4)C1 (centres undefined)
→ 1%	-4%	0%	5	1.0%	-6	5	1&0	6
- COc1ccccc1NC(=O)c1ccc2nc(C)c(C)nc2c1
→ 6%	-1%	-11%	-7	5.1%	-8	-1	-7	1
- CN(C)CCn1c(COc2ccccc2)nc2ccccc21
→ 3%	-2%	-1%	x	x	x	x	0	x
- CC(C)Oc1ccc(CCNC(=O)CC2C(=O)NCCN2C)cc1 (centres undefined)
→ -1%	-2%	-14%	-1	0.3%	-8	3	1	1
- COc1ccc(-c2nc(C=O)cs2)cc1
→ -1%	4%	0%	3	3.0%	-7	-3	-7	0
- COc1ccc(CCNC(=O)CSc2nc3cc(Cl)ccc3o2)cc1OC
→ 0%	-5%	4%	x	0.5%	-4	-2	-1	9
- Cc1ccc(NC(=S)NCCc2c[nH]c3ccccc23)c(C)c1
→ 1%	-1%	-8%	-4	3.2%	-4	1	1	4
- O=C(/C=C\c1ccccc1)Oc1cccc2cccnc12
→ -4%	0%	-10%	9	0.7%	-5	6	4	8
- CCOc1ccccc1NC(=O)CSc1nnc(CC)c(CC)n1
→ 5%	-1%	-7%	-10	1.0%	-4	-10	2	3
- Cc1ccc(C(=O)N/C(=C/c2cccnc2)C(=O)O)cc1
→ -1%	-2%	3%	0	0.5%	-6	1	0	4
- Cc1nc2ccc(C(=O)N/N=C/c3ccc(O)cc3)cc2[nH]1
→ 1%	-2%	0%	x	1.8%	5	8	2	0
- N#C/C(=N\Nc1ccc(S(=O)(=O)N2CCCCC2)cc1)C(N)=S
→ 5%	-2%	-1%	21	-1.0%	0	4	-12	10
- Cc1cc(C)c(-n2nnnc2SCC(=O)c2cccs2)c(C)c1
→ -3%	-4%	2%	-22	-0.5%	-4	-42*	-2	7
- CC(=O)Nc1ccc(NC(=O)N2CCCCC2)cc1
→ 0%	4%	-5%	x	2.6%	-5	2	-2	4
- O=C(CSC1=Nc2ccccc2N=C(c2ccc(F)cc2)C1)NCc1ccccc1
→ 2%	-2%	-5%	-4	1.5%	-1	8	-7	1
- COC(=O)CC1=C(C(=O)OC)C(c2ccncc2)C(C#N)=C(N)O1 (centres undefined)
→ 0%	-3%	-4%	-7	-1.5%	1	-5	0	17
- CN(c1cccc(NC(=O)Nc2ccc(Cl)cc2)c1)S(C)(=O)=O
→ 1%	10%	1%	-1	-0.4%	-4	-21	-1	15
- C=CCN=C1N[C@@H](c2ccccc2)C(C(=O)OC)=C(C)N1CCOC
→ 2%	-5%	-1%	-4	0.6%&-1.2%	3&-5	-4&7	-9	4&-1
- COc1ccc(CN(C)CC2CCCN(CCc3ccc(F)cc3)C2)c(OC)c1OC (centres undefined)
→ 2%	-7%	0%	-10	-0.4%	-7	-17	-3	2
- CC(=O)Oc1ccccc1/C=C/c1ccc2ccccc2[n+]1C
→ 1%	1%	7%	-8	-1.5%	-6	-12	-6	0
- COc1cccc(C(=O)NCC(=O)NCc2cc(=O)n(C)c(=O)n2C)c1
→ 0%	-2%	2%	-2	5.4%	-4	-36*	-6	6
- COc1cc(OC)cc(-n2nnnc2SCC(=O)NCc2cccs2)c1
→ -1%	-2%	-8%	10	-2.8%	-7	-13	-13	12
- CC(CNC(=O)CN1C(=O)CCSc2ccccc21)c1ccccc1 (centres undefined)
→ 4%	-4%	12%	3	-3.3%	-2	5	-3	1
- CCCc1nc2ccccc2c(=O)n1NC(=O)c1c(O)c2ccccc2n(C)c1=O
→ 2%	-1%	-10%	1	-1.0%	-3	3	-16	3
- CCN(CC)c1ccc(S(=O)(=O)N2CCOCC2)cc1NC(=O)CNCc1cccc(Cl)c1
→ 2%	-4%	0%	x	x	x	x	-14	x
- O=C(c1cc2nc(-c3cccs3)cc(C(F)(F)Cl)n2n1)N1CCCc2ccccc21
→ 0%	2%	-4%	13	0.0%	-1	-9	-2	2
- COC(=O)c1ccc(CO/N=C/c2ccc(OC)cc2OC)cc1
→ -1%	-4%	u	6	-3.5%	0	3	1	5
- Cc1ccccc1-n1cnc2cc(NCc3cccs3)ccc21
→ -16%	8%	-9%	13	3.1%	-10	-37*	24	6
- C=CCC[C@H](Cc1ccc(F)cc1)C(=O)OC[C@@H](NC(=O)[C@@H](CC=C)CC(=O)N[C@H](CO)Cc1ccccc1)C(C)(C)C
→ 3%	3%	-7%	x	x	x	x	3	x
- Cc1cccc(C(=O)Nc2ccc3nc(SCC(=O)N4CCCC4)sc3c2)c1
→ -3%	-4%	u	10	-1.6%	1	-1	6&-9	-2
- Cc1nc2ccccc2c(=O)n1N
→ 1%	-3%	-13%	3	2.9%	-1	9	-4	-1
- COc1ccc(C(=O)Nn2c(SCC(=O)N3CCC(C)CC3)nc3ccccc3c2=O)cc1
→ 1%	-12%	-8%	0	-0.3%	-4	3	0	3
- c1cnc2ccc(-c3ccc4ncccc4c3)cc2c1
→ -14%	-10%	-2%	-7	-2.0%	-6	-10	-4	-1
- CCOc1cc(C(C#N)N2CCCCC2)ccc1OC (centres undefined)
→ -2%	-5%	0%	-19	-0.1%	-5	33	-5	1
- COc1ccc(C2CC3(CC(C)(C)NC(=S)N3)Oc3cc(O)cc(C)c32)cc1 (centres undefined)
→ -3%	-4%	4%	-1	0.2%	-2	0	-5	1
- CNC(=O)C1(CC(C)C)C=CCN1C(C)=O (centres undefined)
→ 4%	9%	3%	13	4.1%	1	8	-3	9
- CCOc1ccc(CN2CCC(n3nccc3NC(=O)c3ccccc3OC)CC2)cc1
→ -2%	0%	-1%	-26	1.9%	-5	-14	-5	6
- COc1cc(O)c(C(CCN2CCCCC2)c2ccc3c(c2)OCO3)c(OC)c1 (centres undefined)
→ -1%&2%	-6%&-3%	1%	-19	0.0%	-8	9	1	17
- CN(N=Nc1ccccc1C(=O)O)C1CCCCC1
→ 1%	4%	-13%	x	x	x	x	1	x
- CC(=O)Nc1ccccc1N(C)S(=O)(=O)c1ccc(C)cc1
→ u	-5%	-2%	10	-1.8%	-5	-2	-2	12
- CCCn1cnc2c(c1=O)c1nc3ccccc3nc1n2CCc1ccccc1
→ 1%	-4%	-8%	4	-0.6%	-2	-4	0	1
- c1ccc(-c2nc3ccccc3nc2-c2ccccn2)nc1
→ -3%	-4%	1%	-4	0.9%	2	-14	23	3

Further records:
Results follow in this order: Vif-A3G inh	Glioma ERSR ind	Vif-APOBEC3F blk	D2 PAM	RXFP1 agonist	D1 potentiator	D1 antagonist	LDHA block	D1 agonist
- Cc1ccc(C(=O)NCCc2ccccn2)cc1S(=O)(=O)N1CCOCC1
→ 1%	0%	-8%	-3	-0.5%	-2	-7	2	3
- COc1ccc(CNCCCNCc2ccc(OC)c(OC)c2)cc1OC
→ 0%	-4%	-12%	x	x	x	x	0	x
- CCCN1CCN(C(=O)c2oc3ccccc3c2NC(=O)C2CC2)CC1
→ 1%	-3%	2%	18	0.8%	-11	11	1	1
- COCCN(C(=O)COC(=O)Cc1coc2cc(C)ccc12)c1c(N)n(Cc2ccccc2)c(=O)[nH]c1=O
→ 1%	-2%	-14%	7	0.4%	2	5	-8	1
- CCOC(=O)C1=C(Nc2ccc(OC)cc2)C(N)=NC1=N
→ u	-6%	-22%	x	x	x	x	-10	x
- COc1ccccc1/C=C/C=N\N1CCN(Cc2ccccc2Cl)CC1
→ 1%	-1%	3%	8	7.7%	1	21	4	3
